# GC-A act = GC-A (human) enzyme activation. HEK293 GC-A cells, cGMP TR-FRET, EC30 ANP; 0% at EC30 ANP, 100% saturating ANP. activation, % at 10 µM. actives 0.14% (n = 370,000); in the data active = activation above about 40%
# SMARCA2 act = increases SMARCA2 function in MMTV reporter cells | MG213 cells, MMTV-luciferase reporter, dexamethasone, overnight | activation, % at 9.1 µM | actives 1% (n = 370,000); in the data active = activation above about 7.8%;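 note: 0% = vehicle wells and 100% = reference activator wells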
# Rev-erbA mod = modulators of human Rev-erb alpha DNA binding; Rev-erbα–FITC-DNA binding, fluorescence polarization, 90 min; activity, % at 10 µM; actives 0.79% (n = 370,000); AID 1259318;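 active = activity above about 14%, limit read from the data; passing the limit was not always enough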;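 note: 0% = DMSO wells with 35 nM protein and 100% = DMSO wells with 750 nM protein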
# rCAG RNA binder = molecules binding r(CAG) RNA repeats; r(CAG) RNA repeat, TO-PRO-1 dye displacement fluorescence; inhibition, % at 3 µM; actives 1.3% (n = 370,000); AID 651821;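 active = inhibition above the plate cutoff, the mean of all test compounds on that plate plus 3 SD, cut at about 35% in these data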;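 note: 0% = DMSO alone and 100% = 100 µM mitoxantrone as full dye displacement; higher means more dye released from RNA so lower well fluorescence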
# PG9 Ab binder = small molecules binding HIV-1 gp120 antibody PG9 | TR-FRET gp120-PG9 antibody binding | inhibition, % at 6.7 µM | actives 0.43% (n = 360,000) | AID 624416; in the data active = inhibition above about 8.5%
# ARFGAP1 inh = rat ARFGAP1 inhibition; actives 0.26% (n = 360,000); AID 651572; inhibition, % at 16.5 µM; Arfgap1-stimulated ARF1 GTP hydrolysis, GDP FP detection;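 active = inhibition above a per-plate limit, mean inhibition of low control wells plus 3 SD, cut at about 25% in these data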;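 note: 0% = DMSO wells with enzyme and 100% = wells lacking Arfgap1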
#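 material = rat Arfgap1 catalytic domain, aa 1-136 | also added = human ARF1(Δ1-17)-GTP substrate | compound dosing = one concentration, 16.5 µM, DMSO 1.26% | times = GTP hydrolysis reaction 2 h at 25 °C | measured by = FP, GDP Alexa 633 tracer displaced from anti-GDP antibody, 620/688 nm | evaluation = percent inhibition of Arfgap1-stimulated GTP hydrolysis | replication = single well per compound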
# ASAP1 GAP inh = ASAP1 ArfGAP inhibition; actives 0.19% (n = 360,000); inhibition, % at 16.5 µM; ASAP1-stimulated ARF1 GTP hydrolysis, GDP FP detection; Q9ULH1; AID 624377; in the data active = inhibition above about 25%;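 note: 0% = vehicle with enzyme and substrate and 100% = no enzyme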
# HTRA1 inhibitor = blocks human HTRA1 serine peptidase; recombinant HTRA1, FP-rhodamine activity-based probe, fluorescence polarization; inhibition, % at 5.96 µM; Q92743; AID 504803; actives 0.5% (n = 340,000); in the data active = inhibition above about 36%;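 note: 0% = enzyme with DMSO and 100% = wells lacking enzyme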
# GC-B act = GC-B (human) receptor activation. P20594. HEK293-GC-B cells, CNP EC30, cGMP TR-FRET; 0% at EC30 CNP, 100% saturating CNP. activation, % at 10 µM. actives 0.11% (n = 370,000). AID 1920062;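 active = activation at 10 µM reaching about 35% in either raw or pattern-adjusted values, limit read from the data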
# Target sequence (P20594 whole entry, looked up): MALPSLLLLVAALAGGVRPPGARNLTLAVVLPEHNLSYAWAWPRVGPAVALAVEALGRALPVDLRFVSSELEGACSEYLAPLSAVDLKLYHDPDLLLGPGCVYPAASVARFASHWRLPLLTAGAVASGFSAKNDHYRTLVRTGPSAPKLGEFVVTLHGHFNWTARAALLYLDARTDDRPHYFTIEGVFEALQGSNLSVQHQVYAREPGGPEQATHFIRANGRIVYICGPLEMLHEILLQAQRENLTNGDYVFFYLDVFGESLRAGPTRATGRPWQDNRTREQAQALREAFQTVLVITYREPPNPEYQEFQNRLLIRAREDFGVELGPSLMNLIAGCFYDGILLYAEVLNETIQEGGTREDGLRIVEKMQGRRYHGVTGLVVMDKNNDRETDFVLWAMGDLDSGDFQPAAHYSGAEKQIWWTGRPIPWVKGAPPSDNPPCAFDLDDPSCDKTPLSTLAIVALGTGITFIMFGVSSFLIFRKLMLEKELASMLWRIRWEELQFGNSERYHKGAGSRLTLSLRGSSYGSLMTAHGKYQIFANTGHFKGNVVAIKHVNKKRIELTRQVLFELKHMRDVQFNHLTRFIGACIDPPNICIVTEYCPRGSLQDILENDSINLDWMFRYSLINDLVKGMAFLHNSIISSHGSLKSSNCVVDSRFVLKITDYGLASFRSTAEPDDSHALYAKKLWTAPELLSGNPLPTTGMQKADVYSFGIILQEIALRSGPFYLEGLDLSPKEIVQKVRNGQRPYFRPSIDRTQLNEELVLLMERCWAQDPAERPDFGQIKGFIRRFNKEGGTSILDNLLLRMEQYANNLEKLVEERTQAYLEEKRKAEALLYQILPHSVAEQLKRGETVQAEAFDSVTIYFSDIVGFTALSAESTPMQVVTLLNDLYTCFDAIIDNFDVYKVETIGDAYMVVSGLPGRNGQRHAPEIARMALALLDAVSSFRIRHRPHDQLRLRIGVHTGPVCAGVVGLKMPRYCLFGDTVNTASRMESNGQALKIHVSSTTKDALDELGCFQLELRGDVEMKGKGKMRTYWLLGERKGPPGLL
# ABHD4 inh = inhibits mouse alpha/beta hydrolase domain 4 | Q8VD66 | purified mABHD4, FP-Rh probe fluorescence polarization | inhibition, % at 8.92 µM | actives 0.54% (n = 370,000) | AID 720543;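 active = inhibition exceeding the mean over every tested compound plus 3 SD, cut at about 30% in these data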;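 note: 0% = plate median of compound wells and 100% = S159A mutant with DMSO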
#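 system = mouse ABHD4 enzyme, wild type | medium = HEPES pH 7.0, NaCl, Pluronic buffer | also added = FP-Rh probe | incubation = Enzyme–compound pre-incubation 45 min, then probe 60 min, both 25 °C | technique = fluorescence polarization, excitation 525 nm, emission 598 nm, BODIPY TMR filters | controls = S159A mutant high control, sample median low control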
# The depositor's hits bear a star; / = not tested or not shown.
SMILES,GC-A act,SMARCA2 act,Rev-erbA mod,rCAG RNA binder,PG9 Ab binder,ARFGAP1 inh,ASAP1 GAP inh,HTRA1 inhibitor,GC-B act,ABHD4 inh
COC(=O)c1[nH]c2cc(OC)ccc2c1NC(=O)c1c(F)cccc1F,-4,-1,5,6,-0.9,-3,5,2,-1,-7
O=C(Nc1ccccc1F)c1cc(S(=O)(=O)N2CCCCC2)cs1,-2,-1,3,5,2.0,-1,-5,-5,8,4
C=CCn1c(COc2ccccc2)nnc1SC(C)C(=O)N/N=C/c1cc(Cl)ccc1O (configuration not stated),-2,-3,3,4,0.8,-15,6,-6,-3,6
CCCNC(=O)Cn1c2ccccc2c2nc(=O)cc(C)n21,0,-1,7,4,0.8,-10,6,0,2,1
O=C(CN1C(=O)NC2(CCCCCC2)C1=O)NC1CC1,-3,-1,0,0,0.0,-1,-15,-6,-4,0
COC(=O)/C(=C/c1c[nH]c2ccccc12)NC(C)=O,1,1,3,1,-1.9,-2,8,5,-2,-3
CCC(=O)N1CCc2cc(S(=O)(=O)NCCC(=O)N3CCN(c4ccccn4)CC3)ccc21,1,-3,0,1,0.5,4,-3,-1,2,-9
Cc1ccc(CNC(=O)CS(=O)(=O)Cc2nc(-c3ccc(C)cc3)oc2C)cc1,1,-1,28*,1,28*,3,-1,1,0,8
O=S(=O)(Nc1ncccn1)c1ccc(NC(=S)Nc2ccccc2)cc1,2,0,-5,0,-0.4,2,0,-1,0,-4
Cc1ccc(OC(=O)N(C)C[C@H]2OCc3cn(nn3)CCCC(=O)N([C@H](C)CO)C[C@@H]2C)cc1,4,-2,5,1,0.3,4,-4,-1,0,3
CCC(C)[C@H](NC(=O)NCCCOC(C)C)C(=O)OC (some centres not stated),2,1,1,0,-1.9,5,-15,3,5,-3
CC(=O)NC1=NN(C(C)=O)C(C)(c2ccc(C)o2)S1 (configuration not stated),3,-2,-5,-3,-0.7,-3,1,-5,-1,8
COc1ccccc1N(CC(=O)NCCSCc1ccccc1)S(=O)(=O)c1ccc(C)cc1,-1,1,9,-2,-2.9,-9,10,-2,4,1
Cc1ccccc1NC(=O)c1cc2c(=O)n3cccc(C)c3nc2s1,5,-3,7,2,1.0,0,2,0,2,6
CCn1c2ccccc2c2nnc(SCC(=O)NCc3cccs3)nc21,-3,2,1,1,-0.2,5,12,-4,1,10
COc1ccc2cc3c(N)nn(C(=O)c4ccccc4Cl)c3nc2c1,4,-8,1,8,-3.1,-5,-2,-28,-1,-18
CO[C@H]1CN(C)C(=O)c2cc(NS(=O)(=O)c3ccccc3)ccc2OC[C@@H](C)N(Cc2ccccn2)C[C@@H]1C,0,-4,2,2,1.5,15,4,/,0,11
CC1(c2nc3ccccc3[nH]2)CCC(=O)N1C1CC1 (configuration not stated),0,-3,-5,4,-1.6,-11,5,/,2,3
CCC1Sc2ccccc2N(CC(=O)NC2CCCC2)C1=O (configuration not stated),5,1,1,-3,-1.6,1,3,3,1,2
O=S(=O)(Cc1ccccc1)c1nc2ccccc2n1Cc1ccccn1,-3,7.9*,1,-3,0.8,1,20,5,-2,-3
CCn1nc(C)c([N+](=O)[O-])c1C(=O)NNC(=O)c1ccc(Cl)cc1,-5,1,2,2,-1.7,-3,8,4,1,5
CC1Cc2nc(SCC(=O)NCc3ccco3)n(Cc3ccccc3)c(=O)c2S1 (configuration not stated),1,2,-4,8,0.0,-5,10,-2,1,-10
CCCC(=O)Nc1nc(-c2ccccc2)c(CC)s1,-5,-1,-5,-1,-3.4,4,-1,-12,-5,2
O=C(CCCSc1nc2ccccc2s1)NCc1ccco1,0,-1,-5,1,0.8,5,-5,-3,-3,-5
Cc1cc2oc(=O)cc(CN3CCCCC3C)c2c(C)c1Cl (configuration not stated),1,2,1,1,-0.3,0,-5,-7,7,-1

# 15 compounds already listed, sorted by molecular weight, descending:
SMILES,GC-A act,SMARCA2 act,Rev-erbA mod,rCAG RNA binder,PG9 Ab binder,ARFGAP1 inh,ASAP1 GAP inh,HTRA1 inhibitor,GC-B act,ABHD4 inh
COc1ccccc1N(CC(=O)NCCSCc1ccccc1)S(=O)(=O)c1ccc(C)cc1,-1,1,9,-2,-2.9,-9,10,-2,4,1
Cc1ccc(OC(=O)N(C)C[C@H]2OCc3cn(nn3)CCCC(=O)N([C@H](C)CO)C[C@@H]2C)cc1,4,-2,5,1,0.3,4,-4,-1,0,3
C=CCn1c(COc2ccccc2)nnc1SC(C)C(=O)N/N=C/c1cc(Cl)ccc1O (configuration not stated),-2,-3,3,4,0.8,-15,6,-6,-3,6
CC1Cc2nc(SCC(=O)NCc3ccco3)n(Cc3ccccc3)c(=O)c2S1 (configuration not stated),1,2,-4,8,0.0,-5,10,-2,1,-10
Cc1ccc(CNC(=O)CS(=O)(=O)Cc2nc(-c3ccc(C)cc3)oc2C)cc1,1,-1,28*,1,28*,3,-1,1,0,8
CCn1c2ccccc2c2nnc(SCC(=O)NCc3cccs3)nc21,-3,2,1,1,-0.2,5,12,-4,1,10
O=C(Nc1ccccc1F)c1cc(S(=O)(=O)N2CCCCC2)cs1,-2,-1,3,5,2.0,-1,-5,-5,8,4
COc1ccc2cc3c(N)nn(C(=O)c4ccccc4Cl)c3nc2c1,4,-8,1,8,-3.1,-5,-2,-28,-1,-18
CCn1nc(C)c([N+](=O)[O-])c1C(=O)NNC(=O)c1ccc(Cl)cc1,-5,1,2,2,-1.7,-3,8,4,1,5
CCC1Sc2ccccc2N(CC(=O)NC2CCCC2)C1=O (configuration not stated),5,1,1,-3,-1.6,1,3,3,1,2
CCCNC(=O)Cn1c2ccccc2c2nc(=O)cc(C)n21,0,-1,7,4,0.8,-10,6,0,2,1
CCC(C)[C@H](NC(=O)NCCCOC(C)C)C(=O)OC (some centres not stated),2,1,1,0,-1.9,5,-15,3,5,-3
CC(=O)NC1=NN(C(C)=O)C(C)(c2ccc(C)o2)S1 (configuration not stated),3,-2,-5,-3,-0.7,-3,1,-5,-1,8
CCCC(=O)Nc1nc(-c2ccccc2)c(CC)s1,-5,-1,-5,-1,-3.4,4,-1,-12,-5,2
COC(=O)/C(=C/c1c[nH]c2ccccc12)NC(C)=O,1,1,3,1,-1.9,-2,8,5,-2,-3

# (list continues)
SMILES,GC-A act,SMARCA2 act,Rev-erbA mod,rCAG RNA binder,PG9 Ab binder,ARFGAP1 inh,ASAP1 GAP inh,HTRA1 inhibitor,GC-B act,ABHD4 inh
CCN(CC(=O)Nc1c(F)cccc1F)C(=O)Cc1sc(C)nc1-c1ccc(F)cc1,0,-2,11,-3,-1.4,9,9,0,5,-1
NC(=O)C1CCN(C(=O)CSc2nc(O)cc(=O)[nH]2)CC1,2,0,2,2,0.0,-10,-8,6,0,1
COc1cc(OC)c(/C=C2\SC(=O)N(CC(=O)Nc3ccccc3F)C2=O)c(OC)c1,-10,-2,6,2,1.6,9,1,-6,3,-4
CCCn1nnnc1SCC(=O)N1CCN(C(=O)c2ccco2)CC1,0,-1,-2,-1,-0.4,9,1,-3,-1,0
Cc1cc(C)n2nc(C(=O)Nc3ccn(Cc4ccccc4C)n3)cc2n1,2,0,-3,6,-0.5,3,1,-1,-3,-2
Cc1cc(=O)oc(C)c1C(=O)NCc1c(F)cc(F)cc1F,0,0,0,-4,0.8,2,-2,2,1,-4
COc1ccccc1CNC(=O)c1cccnc1,1,4,1,-2,-1.7,2,-4,5,9,-2
C=CCNC(=O)CN1CCC(c2nc3cc(C)c(C)cc3[nH]2)CC1,-1,-3,-2,0,-0.7,20,1,1,5,-4
O=C(COC(=O)/C=C/c1cccc(F)c1)NC1CCCCC1,2,-1,-8,1,-0.1,-4,-6,-1,-3,-2
O=C1CCC(=O)N(O)CCCCCNC(=O)CCC(=O)N(O)CCCCCNC(=O)CCC(=O)N(O)CCCCCN1,1,-1,-4,1,-0.9,/,1,0,2,0
Nc1ccc(Oc2ccc([N+](=O)[O-])cc2[N+](=O)[O-])cc1,0,3,-2,-3,-0.5,-2,-13,2,-3,5
C=CCCC(=O)NC1CC(C)(C)Cc2c1cnn2-c1cccc(F)c1 (configuration not stated),-7,0,3,-8,-0.5,-11,-16,5,-5,-5
O=C(NC(=S)Nc1ccccn1)c1ccc([N+](=O)[O-])cc1,-1,4,-4,-1,-1.8,10,-16,3,4,-6
CC1(C)CC(=O)C(c2ccccc2)(c2ccccc2)C(=O)C1,-5,-3,4,2,-1.0,5,-14,1,1,2
COCc1ccc(C(=O)NC2CCCc3c2cnn3-c2ccc(C)c(C)c2)o1 (configuration not stated),0,-5,-5,-2,2.0,11,5,-5,-3,-1
COc1ccc(NS(=O)(=O)c2ccc(NS(=O)(=O)c3ccc(C)cc3)cc2)nn1,2,0,-5,5,-1.7,1,-6,3,-4,7
COc1ccc(CCNC(=O)C2=CCN(S(=O)(=O)c3ccc(F)cc3)CC2)cc1OC,-4,-3,-1,-2,-2.3,11,-8,-1,-4,5
COc1ccc(/C=N/N=C2\CC3CCC2(C)C3(C)C)cc1O (configuration not stated),-2,-2,3,-6,0.0,-2,1,4,-1,3
CS(=O)(=O)N1CCc2cc(C(=O)N3CCN(c4ccc(F)cc4)CC3)ccc21,1,0,0,-6,-3.4,12,-1,-1,4,6
COC(=O)C1=C(C)NC(=O)C1(NC(=O)c1ccncc1)C(F)(F)F (configuration not stated),-2,-1,0,5,-3.7,-4,0,1,1,-6
O=C(NNC(=O)c1sccc1-n1cccc1)c1cccc(Cl)c1,-1,1,-7,-2,-1.2,-2,7,-2,6,1
CC(=O)Oc1ccc(C(=O)Nc2cc(C)on2)cc1,4,3,4,-1,-0.3,-4,-9,11,2,6
O=C(N/N=C/c1cc(Cl)cc([N+](=O)[O-])c1O)c1cccc(S(=O)(=O)N2CCOCC2)c1,-1,-2,0,68*,-0.6,-2,2,-3,0,23
CCOc1ccc(S(=O)(=O)N(CC)CC(=O)NCc2ccncc2)cc1C,3,-2,5,-4,-1.9,18,4,-4,2,-2
O=C(CCN1C(=O)C2CC=CCC2C1=O)Nc1ccc(S(=O)(=O)N2CCCCC2)cc1 (configuration not stated),4,1,-2,1,0.7,-11,-3,6,-1,-1
C=C(C)CN(CC)C(=O)CSc1ccc(S(=O)(=O)N2CCN(C)CC2)cn1,2,-1,3,-8,-0.6,-7,9,7,4,4
COc1ccc(N2CCN(Cc3cc(=O)oc4cc(-c5ccccc5)c(O)cc34)CC2)cc1,-3,-2,-2,10,-2.2,-2,0,3,-3,7
CC(C)c1cc(C(=O)N/N=C/C(Br)=C/c2ccccc2)n[nH]1,-2,6,2,13,-3.0,18,4,-27,-4,-7
CC(=O)Nc1cccc(NC=C(C#N)C#N)c1,2,-4,3,0,-0.6,-6,2,7,-2,2

# Compound activity deposited in PubChem BioAssay by several laboratories.

# Outcome played no part in choosing rows. Share with any hit: about 4.4%.
